From PubChem
Pol beta inh: inhibitors of human DNA polymerase beta. P06746. Pol beta primer extension/strand displacement, fluorescence kinetic. Potency, µM (titrated, usually from 114 µM), for the others: top-dose activity change, negative = inhibition, hits mostly inhibitors. actives 1.3% (n = 340,000). AID 485314; also: potency is read from the fitted curve at half-maximal effect; % is scaled to controls: 0 for no effect and ±100 for the full control effect
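Curves were derived by four-parameter Hill fits of normalized qHTS data. The kinetic fluorescent primer-extension read was taken at 0 and 10 min after 50 nM substrate, following a 15 min room-temperature preincubation of 10 nM enzyme with compounds.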
Pol iota inh: blocks human DNA polymerase iota activity | actives 1% (n = 390,000) | Pol iota fluorescent replication assay, 10 min | AID 588590 | Potency, µM (highest dose often 115 µM), inactives show at the top dose activity, negative = inhibition, most hits filed as inhibitors; also: potency is read from the fitted curve at half-maximal effect
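Pol iota at 10 nM preincubated 15 min with compounds at room temperature; reaction started with fluorescent substrate, 50 nM final. Fluorescence read kinetically at 0 and 10 min; buffer-only wells as negative control.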
BLM inh: Bloom syndrome helicase (human) inhibition; P54132; recombinant BLM DNA unwinding, fluorescence dequenching; Potency, µM (highest dose often 56.1 µM), inactives show at the top dose activity change, negative = inhibition, most hits filed as inhibitors; actives 0.2% (n = 350,000); AID 2528;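 also: potency is read from the fitted curve at half-maximal effect; plate controls were vehicle for no effect and no enzyme for full effect; nearly all actives have a fitted effect of over 35% in size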
LDHA inh: blocks human lactate dehydrogenase A | purified LDHA, NADH/diaphorase-resazurin fluorescence; stronger effect = lower value | activity change, % (values are at about 110 or 230 µM) | actives 0.15% (n = 480,000) | AID 1347041; in the data active = activity change below about -30%; inconclusive = mostly about -25% to -30%;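 also: plate controls were DMSO wells for no effect and wells without enzyme for full effect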
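Human LDH5 at 2 nM final in Tris HCl pH 7.4 with 0.06 mM NADH and 0.2 mM pyruvate, reacted 5 minutes at room temperature. Remaining NADH coupled via diaphorase/resazurin; resorufin fluorescence read at 0 and 20 minutes, normalized to enzyme-free and DMSO wells.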
Pol kappa inh: DNA polymerase kappa (human) inhibition. Potency, µM (titrated, usually from 107 µM), for the others: at the highest dose activity, negative = inhibition, actives largely listed as inhibitors. Q9UBT6. actives 0.53% (n = 400,000). AID 588579. purified Pol kappa, fluorescent DNA synthesis assay, 10 min; also: potency is read from the fitted curve at half-maximal effect; % is scaled to controls: 0 for no effect and ±100 for the full control effect
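Readout: fluorescence, taken kinetically at 0 and 10 min. Conditions: 10 nM Pol kappa, 15 min RT compound preincubation, 50 nM substrate final. Controls: enzyme-free buffer wells.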
Apoferritin bind: candidate novel general anesthetic via apoferritin binding; P02791; apoferritin/1-aminoanthracene competitive binding, fluorescence; Potency, µM (titrated, usually from 77.5 µM), for the others: at the top dose activity change, negative = displacement, actives largely listed as inhibitors; actives 0.074% (n = 350,000); AID 485281; also: potency is read from the fitted curve at half-maximal effect; % is scaled to controls: 0 for no effect and ±100 for the full control effect; nearly all actives have a fitted effect of over 20% in size
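Concentration-response curves derived by four-parameter Hill fitting of normalized fluorescence, where compounds displaced 1-AMA from 10 uM horse apoferritin following a brief 10 min room-temperature incubation; propofol titration acted as positive control.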
APEX1 inh: blocks human APE1 abasic DNA cleavage. P27695. recombinant APE1, TAMRA/BHQ-2 abasic DNA cleavage fluorescence. Potency, µM (highest dose often 65.8 µM), without a hit: at the highest dose activity change, negative = inhibition, most hits filed as inhibitors. actives 0.35% (n = 350,000). AID 2517;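 also: potency is read from the fitted curve at half-maximal effect; plate controls were vehicle for no effect and reference inhibitor for full effect; nearly all actives have a fitted effect of over 55% in size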
Target sequence (P27695 whole entry, looked up): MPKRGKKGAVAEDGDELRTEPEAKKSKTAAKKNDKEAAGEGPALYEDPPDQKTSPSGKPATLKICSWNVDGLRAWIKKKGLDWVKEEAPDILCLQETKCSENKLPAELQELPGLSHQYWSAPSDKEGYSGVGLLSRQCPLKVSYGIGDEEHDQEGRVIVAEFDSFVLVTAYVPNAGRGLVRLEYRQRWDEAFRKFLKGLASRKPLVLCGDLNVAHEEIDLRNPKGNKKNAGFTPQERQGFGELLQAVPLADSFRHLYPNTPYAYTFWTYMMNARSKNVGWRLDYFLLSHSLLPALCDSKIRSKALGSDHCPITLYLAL
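Incision of a quenched TAMRA/BHQ-2 THF abasic-site duplex (50 nM) by 0.75 nM APE1, after 15 min compound preincubation, measured as fluorescence increase over three 60 s reads. Values normalized to buffer, DMSO and NSC13755 control wells.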
Pol eta inh: inhibitors of human DNA polymerase eta. Q9Y253. recombinant Pol eta, fluorescent DNA replication assay. Potency, µM (highest dose often 114 µM), for the others: at the highest dose activity change, negative = inhibition, usual class: inhibitors. actives 1.2% (n = 390,000); also: potency is read from the fitted curve at half-maximal effect; % is scaled to controls: 0 for no effect and ±100 for the full control effect
Target sequence (Q9Y253 whole entry, looked up): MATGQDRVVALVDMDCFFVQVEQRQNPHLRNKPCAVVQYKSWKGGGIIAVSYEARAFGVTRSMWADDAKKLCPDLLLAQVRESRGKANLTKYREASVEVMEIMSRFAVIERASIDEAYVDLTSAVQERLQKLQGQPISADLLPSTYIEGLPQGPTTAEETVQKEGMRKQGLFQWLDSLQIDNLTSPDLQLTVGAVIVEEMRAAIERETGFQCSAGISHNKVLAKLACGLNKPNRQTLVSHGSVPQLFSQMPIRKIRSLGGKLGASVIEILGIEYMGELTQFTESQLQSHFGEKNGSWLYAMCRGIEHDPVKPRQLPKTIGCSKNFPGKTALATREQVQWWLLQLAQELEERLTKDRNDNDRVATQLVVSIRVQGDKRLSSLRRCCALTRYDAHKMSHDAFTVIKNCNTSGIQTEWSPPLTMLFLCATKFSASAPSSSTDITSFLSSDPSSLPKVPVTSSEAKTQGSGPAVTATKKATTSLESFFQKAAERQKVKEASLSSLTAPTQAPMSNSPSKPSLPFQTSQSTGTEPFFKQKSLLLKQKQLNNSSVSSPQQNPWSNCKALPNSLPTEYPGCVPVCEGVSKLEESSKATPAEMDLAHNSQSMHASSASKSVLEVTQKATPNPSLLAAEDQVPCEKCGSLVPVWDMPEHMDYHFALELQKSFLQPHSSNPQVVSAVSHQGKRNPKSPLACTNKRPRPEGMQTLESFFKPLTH
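Pol eta at 10 nM preincubated with compounds 15 min at room temperature; reaction started with fluorescent substrate (50 nM final) and read kinetically at 0 and 10 min.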
GRP78 ERSR act: induces the endoplasmic reticulum stress response in human glioma cells; U87-MG GRP78 promoter luciferase reporter, 16 h; Potency, µM, inactives show at the highest dose activation, hits mostly activators; actives 0.02% (n = 420,000); AID 602332; also: potency is read from the fitted curve at half-maximal effect; series mostly up to about 76 µM; % of control where 0% means no effect; nearly all actives have a fitted effect of over 35% in size
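Stably transfected U87-MG glioma cells carrying a GRP78-based luciferase sensor; 16 h compound incubation. Luminescence end-point read 10 min after Bright-Glo addition at room temperature.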
Starred values were filed as active, the others as inactive; ? = inconclusive; . = not tested or not shown; & = joins results of further samples; [ ] = remark or other dose. Unless noted, calls follow the shape of the dose curve; as a rule, active = well fitted curve in the direction sought with a large enough effect; inconclusive = small, poorly fitted or top-dose-only effect, or another doubt; inactive = no such curve, though single readings can be large; an effect the other way counts as inactive or inconclusive.

structure	GRP78 ERSR act	APEX1 inh	Pol beta inh	Apoferritin bind	Pol kappa inh	Pol iota inh	Pol eta inh	LDHA inh	BLM inh
CN(C(=O)COC(=O)C1CCN(S(=O)(=O)c2ccc3c(c2)OCCO3)CC1)c1ccccc1	0%	-9%	.	.	-5%	14%	-17%	-6	.
Cc1ccc(C(=O)Nc2ccccc2C(=O)NCc2ccco2)cc1S(=O)(=O)N1CCCCC1	-5%	0%	-29%	-19%	-11%	-1%	-12%	-3	-10%
COc1ccc(C)cc1NC(=O)CN(C)S(=O)(=O)c1ccc2[nH]c(=O)oc2c1	-3%	.	0%	-10%	0%	29%	-9%	0	1%
CCn1c(=O)n(CC)c2cc(N3CCCC3)c(NC(=O)c3ccc(C)c([N+](=O)[O-])c3)cc21	-5%	4%	-12%	-16%	-12%	-4%	9%	2	-5%
Cn1c(CSc2nc3ccc(Br)cc3[nH]2)nc2ccccc21	0%	-3%	3%	-13%	-4%[60.1 µM]	-17%	-10%	-10	-2%
COCCNC(=S)N1CCN(C)CC1	-5%	1%	3%	-5%	-7%	7%	?	-8	2%
Cc1ccc(C)c(N2CCN(C(=O)c3cnn(-c4ccccc4Cl)c3C3CCN(C(=O)OC(C)(C)C)CC3)CC2)c1	-3%	.	0%	-9%	-3%	21%	-20%	0	-9%
O=C(CCS(=O)(=O)c1ccc(Br)cc1)NCc1cccs1	-3%	?	16µM*	5%	?	18µM*	18µM*	-10	1%
CCCc1cc(=O)[nH]c(SCC(=O)c2c(C)[nH]c3ccccc23)n1	-2%	-1%	-1%	-4%	-10%	?	-3%	-3	-2%
O=C(COC(=O)c1cccc(S(=O)(=O)N2CCCC2)c1)NCc1ccccc1	0%	-9%	0%	-19%	-3%	63%[activator]	-10%	0	3%
O=C(COc1ccc(Cl)cc1)Nc1ccc(CN2CCOCC2)cc1	-2%	3%	.	.	1%	-16%	-15%	0	.
CN1CCN(C(=O)Cn2c(-c3cccs3)cc3ccccc32)CC1	1%	.	2%	-5%	-6%	42%[activator]	-14%	0	3%
Cn1cccc1/C=C(\C#N)c1ccccc1	1%	0%	14%	?	1%	28%	-6%	2	-6%
CCOc1ccc(N2C(=O)CC(N(Cc3ccco3)C(C)=O)C2=O)cc1 (stereo unspecified)	-1%	19%	10%	-10%	-7%	53%[activator]	-21%	-6	-6%
CSCC[C@@H](C(=O)Nc1cccc(F)c1)N1Cc2ccccc2C1=O	-1%	.	4%	-6%	-7%	13%	-22%	-3	-5%
Cc1ccc(S(=O)(=O)N(CC(O)CN2C(=O)NC(C)(C)C2=O)c2cccc([N+](=O)[O-])c2)cc1 (stereo unspecified)	-4%	9%	11%	-13%	6%	130%[activator]	-21%	-9	-14%
COc1ccc(NC(=O)N2CCCC2C(=O)Nc2ccccc2F)cc1 (stereo unspecified)	-1%	8%	91%	-8%	10%	31%[activator]	-20%	0	-1%
O=C(COC(=O)c1ccc(NS(=O)(=O)c2cccs2)cc1O)NC1CCCCC1	-1%	-1%	16%	-10%	-14%	28%	-5%	-11	3%
CC(C)Cc1nc2sc3c(NCc4ccco4)ncnc3c2c2c1COC(C)(C)C2	0%	0%	0%	-4%	-16%	15%	2%	-14	-9%
CCc1cc(=O)oc2cc3occ(C)c3cc12	-3%	4%	-11%	0%	-15%	0%	-1%	-7	3%
CCOc1cc(NC(=O)Nc2ccccc2)c(OCC)cc1NC(=O)CC	-3%	-5%	28%	-5%	-6%	16%	-22%	0	2%
COc1ccc(C(=O)Cn2nnc(-c3ccccc3NC(=O)C3CC3)n2)cc1	1%	-2%	1%	-23%	-9%	0%	-2%	-4	-6%
CCCc1nn2c(=O)cc(COC(=O)c3ccc(NC(=O)CCc4ccccc4)cc3)nc2s1	4%	.	?	1%	-9%[60.1 µM]	-19%	2%	1	-9%
Cn1c(=O)c2[nH]c(NN=Cc3ccc(Br)cc3)nc2n(C)c1=O	-5%	.	.	.	-17%	?	-8%	-7	.
CCCN(CC(=O)Nc1ccccc1C)C(=O)Cc1c(C)nc2ccccc2c1C	-3%	8%	.	.	-32%	79µM*	?	-5	.
COc1ccc(C(=O)NC(=S)NCc2ccco2)cc1Br	3%	38%	-13%	?	-6%	1%	-16%	3	-7%
COc1cccc(CN(C)C(=O)CNC(=O)c2sc3ccccc3c2Cl)c1OC	0%	-1%	.	.	-7%	16%	-2%	-8	.
CCOc1ccccc1NC(=O)c1ccccc1N(C)S(C)(=O)=O	-3%	-2%	-1%	5%	-1%	2%	-16%	-3	0%
C[C@H](CO)N1C[C@H](C)[C@@H](CN(C)Cc2ccncc2)Oc2ccc(NC(=O)Cn3cnnn3)cc2C1=O	-2%	28%	.	.	-14%	-9%	-12%	6	.
CCC(C)c1ccc(OCCCCN2CCOCC2)cc1 (stereo unspecified)	1%	3%	1%	?	-16%	17%	-3%	-13	-3%
CC(=Nc1ccccc1O)c1sc2ccccc2c1O	0%	-1%	3%	?	-2%	23%	-23%	0	-8%
COc1cc(NC(=O)c2ccccc2)c(OC)cc1NC(C)=O	0%	3%	1%	-5%	-5%	1%	4%	15	-1%
OC(COc1ccc2c(c1)CCC2)Cn1cnc2ccccc21 (stereo unspecified)	3%	-1%	12%	3%	-6%	-3%	-16%	1	-3%
Cc1cccc(COCC(Cc2ccccc2)N2CCN(C(=O)c3cccc(Cl)c3)CCC2=O)c1 (stereo unspecified)	0%	-3%	2%	-21%	-12%	-8%	-13%	0	-9%
CCC(C)[C@H](NC(=O)N1CC(=O)Nc2ccccc21)C(=O)N[C@H](Cc1c[nH]c2ccccc12)C(=O)O (stereo partly specified)	-3%	13%	8%	-3%	-7%	24%	-5%	5	-1%
COc1ccc(-c2nnc(SCc3nc4ccccc4c(=O)[nH]3)o2)cc1	5%	2%	0%	-9%	-2%	24%	0%	-7	-1%
CN(C)Cc1c(O)ccc2cc(-c3nc4ccccc4n3C)c(=O)oc12	-1%	51%	-1%	.	-3%	45%[activator]	-3%	-1	-3%
O=C(O)/C=C/C(=O)Nc1ccc(F)cc1F	-2%	0%	-26%	-4%	-4%	4%	3%	2	1%
COC(=O)CSc1nc2ccccc2c(=O)n1Cc1ccccc1	4%	11%	13%	-8%	10%	7%	-20%	2	-4%
COc1ccc(CCNC(=O)c2ccc(CNc3nc(=S)[nH]c4ccccc34)cc2)cc1OC	-10%	-2%	24%	-13%	-8%	20%	-12%	-4	-2%
COc1cccc(NC(=O)C2CCN(C(=O)[C@@H]3Cc4ccccc4CN3C(=O)OC(C)(C)C)CC2)c1	0%	-14%	2%	?	-7%	30%[activator]	-5%	5	-5%
CCN(CC)CC1CN(N=Cc2ccc([N+](=O)[O-])o2)C(=O)O1 (stereo unspecified)	-3%	.	.	.	-3%	23%	?	11	.
COCC(=O)N1CCC2(CCCN(c3ccccn3)C2)CC1	-3%	19%	.	.	3%[60.1 µM]	.	.	.	-9%
COc1ccc(CCNC(=O)C2CCC(CNS(=O)(=O)c3ccc(C)cc3)CC2)cc1OC (stereo unspecified)	-4%	.	-16%	1%	-12%[60.1 µM]	-17%	12%	-7	0%
COc1ccc(NC2=CC(=O)CC(c3ccccc3)C2)c(OC)c1 (stereo unspecified)	0%	-2%	0%	?	-11%	11%	-4%	-1&2	-3%
COc1ccc(C(OCCN2CCC[C@@H](C(=O)O)C2)(c2ccc(OC)cc2)c2ccc(OC)cc2)cc1	-3%	-9%	.	.	-5%[19.4 µM]	.	.	.	-3%
Cc1ccc(-n2nc(CO)c(C(=O)NCc3cccnc3)n2)cc1	-1%	.	31%	-1%	-3%	13%	-8%	-1	1%
CCCCCC(=O)Nc1ccc(-c2csc(C)n2)cc1	0%	-1%	-2%	-9%	-2%	8%	-12%	-11	-2%
COc1cccc(NC(=O)CN2C(=O)CSc3ccc(S(=O)(=O)N4CCCC4)cc32)c1	-2%	.	-3%	57%[activator]	-11%	6%	-13%	-3	-3%
C#CCOC(=O)Nc1cccn(Cc2c(Cl)cccc2Cl)c1=O	0%	-2%	12%	-13%	-6%	11%	-7%	-1	-6%
CCC(C)NC(=O)CSc1nc2c(sc3ccccc32)c(=O)n1CCc1ccc(OC)c(OC)c1 (stereo unspecified)	-3%	.	1%	5%	-7%[60.1 µM]	-8%	0%	2	1%
CCCc1c(C(=O)N/N=C/c2cccc3ccccc23)nnn1-c1nonc1N	-6%	66%[activator]	0%	-13%	6%	-8%	-6%	-1	-4%
Cn1c(=O)[nH]c(=O)c2c1nc(SCC(=O)Nc1ccccc1)n2Cc1ccccc1	-1%	0%	-30%	-23%	3%	-1%	6%	-1	-1%

2 entries from above, with each value named:
COc1cc(NC(=O)c2ccccc2)c(OC)cc1NC(C)=O
  GRP78 ERSR act: 0% | APEX1 inh: 3% | Pol beta inh: 1% | Apoferritin bind: -5% | Pol kappa inh: -5% | Pol iota inh: 1% | Pol eta inh: 4% | LDHA inh: 15 | BLM inh: -1%
OC(COc1ccc2c(c1)CCC2)Cn1cnc2ccccc21 (stereo unspecified)
  GRP78 ERSR act: 3% | APEX1 inh: -1% | Pol beta inh: 12% | Apoferritin bind: 3% | Pol kappa inh: -6% | Pol iota inh: -3% | Pol eta inh: -16% | LDHA inh: 1 | BLM inh: -3%

An excerpt, so the mix of outcomes need not match the whole.
